Source: PubChem BioAssay
PAD4 inh = inhibitors of human PAD4. actives 0.41% (n = 330,000). inhibition, % at 6.36 µM. recombinant PAD4, RCA probe fluorescence polarization. Q9UM07;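 active = percent inhibition above a cutoff equal to the mean of all tested compounds plus 3 SD, cut at about 15% in these data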;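 note: 0% = PAD4 with RCA probe and DMSO and 100% = probe without PAD4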
pPAFAH inh = pPAFAH (human) enzyme inhibition; recombinant pPAFAH, FP-rhodamine probe fluorescence polarization; inhibition, % at 3.39 µM; actives 1.5% (n = 330,000);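 active = inhibition above the mean inhibition across the screen plus 3 SD, cut at about 25% in these data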;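 note: inhibitors block binding of the rhodamine activity-based probe so polarization drops; 0% = enzyme with DMSO and 100% = wells lacking pPAFAH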
LYPLA1 counter = counter-screen for PME1 inhibitors: inhibitors of human LYPLA1; actives 0.16% (n = 320,000); O75608; recombinant LYPLA1, FP-Rh probe fluorescence polarization; AID 2174; inhibition, % at 5.9 µM;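 active = inhibition above the mean of all tested compounds plus 3 SD, set per campaign, cut at about 14% in these data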;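 note: inhibitors block serine hydrolase probe labeling of LYPLA1 so polarization falls; 0% = enzyme with DMSO and 100% = wells lacking LYPLA1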
LYPLA2 inh = blocks human lysophospholipase 2, a PME1 counter-screen; O95372; recombinant LYPLA2, FP-Rh probe fluorescence polarization; inhibition, % at 5.9 µM; actives 0.38% (n = 320,000); AID 2177;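 active = inhibition above the screen-wide mean plus 3 SD, limit set per campaign, cut at about 26% in these data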;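 note: 0% = LYPLA2 with DMSO and 100% = wells lacking LYPLA2 enzyme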
Target sequence (O95372 whole entry, looked up): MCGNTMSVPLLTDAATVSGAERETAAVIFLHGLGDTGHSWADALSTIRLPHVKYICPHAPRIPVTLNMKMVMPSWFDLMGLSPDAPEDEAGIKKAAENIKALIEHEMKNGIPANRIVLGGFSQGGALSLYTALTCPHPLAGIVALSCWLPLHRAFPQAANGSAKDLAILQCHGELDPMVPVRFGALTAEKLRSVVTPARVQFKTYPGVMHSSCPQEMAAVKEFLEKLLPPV
PME-1 primary = PME-1 (human) inhibition; Q9Y570; recombinant PME-1, FP-Rh probe fluorescence polarization; inhibition, % at 5.9 µM; actives 0.53% (n = 320,000);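 active = inhibition above the campaign mean of all compounds plus 3 SD, cut at about 26% in these data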;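 note: competitive labeling of PME-1 active site by serine hydrolase directed probe; 0% = PME-1 with DMSO and 100% = wells lacking PME-1 enzyme; inhibitors block probe labeling so polarization falls and inhibition rises; many of its hits are not listed in these tables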
Target sequence (Q9Y570 whole entry, looked up): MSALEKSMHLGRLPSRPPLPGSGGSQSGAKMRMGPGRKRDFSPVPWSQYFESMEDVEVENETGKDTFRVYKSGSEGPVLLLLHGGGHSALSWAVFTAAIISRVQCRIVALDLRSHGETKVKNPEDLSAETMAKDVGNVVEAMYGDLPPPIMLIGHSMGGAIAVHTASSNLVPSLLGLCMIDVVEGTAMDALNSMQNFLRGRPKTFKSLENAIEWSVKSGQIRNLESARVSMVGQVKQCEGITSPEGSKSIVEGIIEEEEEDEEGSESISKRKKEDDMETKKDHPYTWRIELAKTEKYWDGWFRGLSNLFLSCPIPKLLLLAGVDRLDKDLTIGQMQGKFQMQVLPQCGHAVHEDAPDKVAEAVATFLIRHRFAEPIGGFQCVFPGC
PAFAH1B2 inh = blocks human PAF acetylhydrolase 1b catalytic subunit 2; P68402; recombinant PAFAH1B2, FP-rhodamine activity probe, fluorescence polarization; inhibition, % at 3.39 µM; actives 1.2% (n = 340,000);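 active = inhibition above the mean of all tested compounds plus 3 SD, cut at about 24% in these data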;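 note: 0% = enzyme with DMSO and 100% = wells lacking PAFAH1B2; many of its hits are not listed in these tables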
PAFAH2 FP inh = inhibitors of human PAFAH2 | recombinant PAFAH2, FP-rhodamine activity probe, fluorescence polarization | inhibition, % at 3.39 µM | actives 0.99% (n = 340,000) | AID 492956;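 active = inhibition above the mean over all tested compounds plus 3 SD, cut at about 30% in these data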;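 note: inhibitors block probe labeling of enzyme so polarization drops; 0% = enzyme with DMSO and 100% = wells lacking PAFAH2 protein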
GSTO1 inh = blocks human GSTO1 in RBBP9 counter-screen; AID 1974; inhibition, % at 5.96 µM; P78417; actives 1.1% (n = 300,000); recombinant GSTO1, activity-based probe fluorescence polarization;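 active = inhibition above the campaign mean inhibition plus 3 SD, cut at about 35% in these data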;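 note: 0% = GSTO1-1 with DMSO and 100% = wells lacking GSTO1-1 enzyme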
Target sequence (P78417 whole entry, looked up): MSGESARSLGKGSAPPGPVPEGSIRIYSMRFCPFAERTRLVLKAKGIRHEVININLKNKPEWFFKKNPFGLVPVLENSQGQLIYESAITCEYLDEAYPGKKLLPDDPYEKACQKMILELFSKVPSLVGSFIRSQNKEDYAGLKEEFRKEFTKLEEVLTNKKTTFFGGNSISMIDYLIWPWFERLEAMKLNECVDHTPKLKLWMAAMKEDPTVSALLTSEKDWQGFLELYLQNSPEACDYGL
PAFAH1B3 inh = blocks human PAF acetylhydrolase 1B catalytic subunit 3; recombinant PAFAH1B3, FP-rhodamine probe, fluorescence polarization; inhibition, % at 3.39 µM; actives 0.28% (n = 340,000);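 active = inhibition above the screen-wide average of all tested compounds plus 3 SD, cut at about 25% in these data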;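 note: 0% = enzyme with DMSO only and 100% = wells lacking PAFAH1B3 protein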
Active calls of the source: *.

For CCC(C(=O)N1CCN(S(=O)(=O)c2sc(C(=O)O)c(C)c2C(=O)O)CC1)c1ccccc1 (configuration not stated) the results were PAD4 inh 2.9, pPAFAH inh -3.1, LYPLA1 counter -3.1, LYPLA2 inh -2.7, PME-1 primary -3.1, PAFAH1B2 inh 8.7, PAFAH2 FP inh -0.9 and PAFAH1B3 inh 3.1.
For Cc1ccc2c(CC(=O)N(C)c3c(N)n(Cc4ccccc4)c(=O)[nH]c3=O)coc2c1 the results were PAD4 inh 3.6, pPAFAH inh -4.8, LYPLA1 counter -1.9, LYPLA2 inh -4.6, PME-1 primary -8.5, PAFAH1B2 inh 6.5, PAFAH2 FP inh -1.7, GSTO1 inh 1.8 and PAFAH1B3 inh 8.5.
COc1cccc(C2CC(c3cccc(C)c3)n3ncnc3N2)c1 (configuration not stated) was read as PAD4 inh 0.1, pPAFAH inh 1.5, LYPLA1 counter 0.6, LYPLA2 inh 2.6, PME-1 primary 7.7, PAFAH1B2 inh 3.0, PAFAH2 FP inh 2.2, GSTO1 inh 9.3 and PAFAH1B3 inh 4.1.
O=C(CN1CCOCC1)OCCCc1ccccc1 was read as PAD4 inh 1.2, pPAFAH inh 0.1, LYPLA1 counter 1.8, LYPLA2 inh 9.5, PME-1 primary -3.1, PAFAH1B2 inh 1.3, PAFAH2 FP inh 0.2, GSTO1 inh 2.1 and PAFAH1B3 inh 5.6.
For Cc1cnc(C(=O)OCC(=O)Nc2cc(Cl)cc(Cl)c2)cn1 the results were PAD4 inh -1.3, pPAFAH inh -2.4, LYPLA1 counter -0.7, LYPLA2 inh -3.6, PME-1 primary -2.6, PAFAH1B2 inh -0.4, PAFAH2 FP inh -0.8, GSTO1 inh 2.2 and PAFAH1B3 inh 8.5.
Screening COn1c(SCc2cccc(Cl)c2)nc2ccccc2c1=O returned PAD4 inh -2.1, pPAFAH inh 13.0, LYPLA1 counter -6.0, LYPLA2 inh -2.5, PME-1 primary 1.6, PAFAH1B2 inh 0.1, PAFAH2 FP inh -5.5, GSTO1 inh 2.8 and PAFAH1B3 inh 6.7.
For S=C(N/N=C/c1ccccc1Cl)Nc1cccc(Cl)c1Cl the results were PAD4 inh -4.4, pPAFAH inh 7.1, LYPLA1 counter -2.7, LYPLA2 inh -8.3, PME-1 primary -8.4, PAFAH1B2 inh -0.6, PAFAH2 FP inh -5.6, GSTO1 inh -5.6 and PAFAH1B3 inh 0.7.
Screening [O-]/[N+](=C\c1cccc(Br)c1)c1ccccc1 returned PAD4 inh -4.1, pPAFAH inh -0.3, LYPLA1 counter -4.8, LYPLA2 inh -0.4, PME-1 primary 5.5, PAFAH1B2 inh 0.5, PAFAH2 FP inh 1.2, GSTO1 inh 0.3 and PAFAH1B3 inh 5.2.
`O=C(OCC(=O)N1CCC(Cc2ccccc2)CC1)c1ccccc1O` gave PAD4 inh -4.0, pPAFAH inh -7.2, PAFAH1B2 inh 4.5, PAFAH2 FP inh 1.9 and PAFAH1B3 inh 3.9.
`CCCCn1c(N)c(N(CC(C)C)C(=O)c2cccc(S(=O)(=O)N3CCCCCC3)c2)c(=O)[nH]c1=O` gave PAD4 inh -4.6, pPAFAH inh -7.2, LYPLA1 counter -0.5, LYPLA2 inh -0.2, PME-1 primary 0.2, PAFAH1B2 inh -1.6, PAFAH2 FP inh -8.3, GSTO1 inh -6.0 and PAFAH1B3 inh 0.5.
For COc1ccc(C(=O)N/C=C/n2cnc3cc(C(F)(F)F)ccc32)cc1 the results were PAD4 inh -2.2, pPAFAH inh 3.0, LYPLA1 counter 3.0, LYPLA2 inh 0.7, PME-1 primary -0.1, PAFAH1B2 inh 6.7, PAFAH2 FP inh 8.7, GSTO1 inh 3.1 and PAFAH1B3 inh 9.2.
`O=P(Cc1ccccc1O)(c1ccccc1)c1ccccc1` gave PAD4 inh 1.0, pPAFAH inh 0.1, LYPLA1 counter 1.1, LYPLA2 inh -1.2, PME-1 primary -3.8, PAFAH1B2 inh -0.5, PAFAH2 FP inh -17.1, GSTO1 inh -1.6 and PAFAH1B3 inh -9.6.
Screening CC1=C(C(=O)N2CCOCC2)C(c2ccc(O)cc2)NC(=S)N1 (configuration not stated) returned PAD4 inh 3.4, pPAFAH inh -1.5, LYPLA1 counter -3.0, LYPLA2 inh 2.0, PME-1 primary -1.1, PAFAH1B2 inh 6.4, PAFAH2 FP inh -9.0, GSTO1 inh -0.1 and PAFAH1B3 inh 1.8.
For O=C(CSc1ncn[nH]1)N/N=C/c1ccc(F)cc1 the results were PAD4 inh -17.8, pPAFAH inh 1.9, LYPLA1 counter -1.2, LYPLA2 inh -3.1, PME-1 primary -0.8, PAFAH1B2 inh 0.8, PAFAH2 FP inh 5.6, GSTO1 inh 9.3 and PAFAH1B3 inh 7.4.
Screening CCOc1cccc(CN2CCCC(C(=O)c3cccc(C(F)(F)F)c3)C2)c1O (configuration not stated) returned PAD4 inh -1.6, pPAFAH inh 1.6, LYPLA1 counter 4.1, LYPLA2 inh -0.3, PME-1 primary -0.1, PAFAH1B2 inh 6.5, PAFAH2 FP inh -2.5, GSTO1 inh 7.6 and PAFAH1B3 inh 0.2.
For CCCC(=O)Nc1c(C(=O)OCC)[nH]c2ccccc12 the results were PAD4 inh -4.0, pPAFAH inh 1.7, LYPLA1 counter 0.2, LYPLA2 inh -1.1, PME-1 primary 1.9, PAFAH1B2 inh -4.1, PAFAH2 FP inh -2.2, GSTO1 inh 7.7 and PAFAH1B3 inh -7.0.
Screening CCCN(c1ccc(C(C)C)cc1)S(=O)(=O)c1c(C)noc1C returned PAD4 inh -0.2, pPAFAH inh 0.3, LYPLA1 counter 2.9, LYPLA2 inh 1.5, PME-1 primary 0.7, PAFAH1B2 inh 3.7, PAFAH2 FP inh -4.7, GSTO1 inh -3.0 and PAFAH1B3 inh 5.6.
Screening COc1ccc(COC(=O)C2=C(C)NC(=O)NC2c2ccccc2OC(C)C)cc1 (configuration not stated) returned PAD4 inh 1.6, pPAFAH inh 5.2, LYPLA1 counter 4.0, LYPLA2 inh 8.1, PME-1 primary 12.7, PAFAH1B2 inh 4.3, PAFAH2 FP inh -4.5, GSTO1 inh -4.5 and PAFAH1B3 inh -1.2.
COc1ccc(NC(=S)Nc2ccc3nccnc3c2)cc1 was read as PAD4 inh 0.5, pPAFAH inh 5.5, LYPLA1 counter -7.1, LYPLA2 inh -11.3, PME-1 primary -8.8, PAFAH1B2 inh 5.8, PAFAH2 FP inh -3.4, GSTO1 inh 2.0 and PAFAH1B3 inh 2.1.
CC(C)(OC(=O)c1ccc(C#N)cc1)c1cc2ccccc2c(=O)o1 was read as PAD4 inh -0.6, pPAFAH inh 0.0, LYPLA1 counter 3.0, LYPLA2 inh 9.0, PME-1 primary 2.2, PAFAH1B2 inh 2.6, PAFAH2 FP inh -1.6 and PAFAH1B3 inh 2.6.
For Cc1nn(C(C)C(=O)NCCCN2CCCCC2C)c(=O)c2c1sc1ccccc12 (configuration not stated) the results were PAD4 inh -1.4, pPAFAH inh 4.6, LYPLA1 counter -0.1, LYPLA2 inh 0.8, PME-1 primary -4.6, PAFAH1B2 inh 1.2, PAFAH2 FP inh 2.6, GSTO1 inh -4.0 and PAFAH1B3 inh 2.8.
Cc1ccc(NC(=O)C2CCCN(S(=O)(=O)c3c(C)noc3C)C2)cc1 (configuration not stated) was read as PAD4 inh -6.6, pPAFAH inh 0.4, LYPLA1 counter 4.4, LYPLA2 inh 2.7, PME-1 primary -0.8, PAFAH1B2 inh 4.1, PAFAH2 FP inh 0.6, GSTO1 inh 11.8 and PAFAH1B3 inh 8.1.
Screening O=C(O)c1cccc(Nc2ccc3nonc3c2[N+](=O)[O-])c1 returned PAD4 inh -3.2, pPAFAH inh 2.9, LYPLA1 counter -2.9, LYPLA2 inh 0.1, PME-1 primary -1.9, PAFAH1B2 inh 0.1, PAFAH2 FP inh 12.6, GSTO1 inh 1.9 and PAFAH1B3 inh 1.9.
`CCOC(=O)N1CCN(C(=O)CN2C(=O)COc3ccc(C)cc32)CC1` gave PAD4 inh -5.0, pPAFAH inh 0.6, LYPLA1 counter 4.7, LYPLA2 inh 9.2, PME-1 primary 4.4, PAFAH1B2 inh -2.4, PAFAH2 FP inh -10.0, GSTO1 inh -0.7 and PAFAH1B3 inh 3.4.
For CCN(CC)S(=O)(=O)c1ccc2c(c1)nc(CCC(=O)Nc1cccc(C(F)(F)F)c1)n2CC the results were PAD4 inh -1.6, pPAFAH inh -0.3, LYPLA1 counter -5.2, LYPLA2 inh -14.9, PME-1 primary 25.7, PAFAH1B2 inh 1.2, PAFAH2 FP inh -12.5, GSTO1 inh -6.0 and PAFAH1B3 inh -5.4.
Screening CCN1CCN(CCNC(=O)c2ccc3nc(-c4cccc(C)c4)c(-c4cccc(C)c4)nc3c2)CC1 returned PAD4 inh -1.6, pPAFAH inh -1.2, LYPLA1 counter -3.6, LYPLA2 inh -9.3, PME-1 primary 0.9, PAFAH1B2 inh 2.1, PAFAH2 FP inh 6.5, GSTO1 inh -2.6 and PAFAH1B3 inh 3.1.
O=C(COc1coc(CN2CCN(c3ccccc3)CC2)cc1=O)NCC1CCCO1 (configuration not stated) was read as PAD4 inh -2.8, pPAFAH inh -2.0, LYPLA1 counter 0.3, LYPLA2 inh 6.6, PME-1 primary -2.0, PAFAH1B2 inh 3.3, PAFAH2 FP inh -1.5, GSTO1 inh -3.4 and PAFAH1B3 inh 1.2.
Screening C=CCn1c(C)cc(C(=O)CSc2nnc(-c3cccc(S(=O)(=O)N(CC)CC)c3)o2)c1C returned PAD4 inh 0.7, pPAFAH inh 3.7, LYPLA1 counter -0.8, LYPLA2 inh 1.5, PME-1 primary -2.6, PAFAH1B2 inh 2.8, PAFAH2 FP inh -4.4, GSTO1 inh 14.4 and PAFAH1B3 inh -0.3.
`O=C(O)CSc1nccc2ccccc12` gave PAD4 inh 3.1, pPAFAH inh -5.8, LYPLA1 counter 0.0, LYPLA2 inh -3.6, PME-1 primary 2.9, PAFAH1B2 inh 0.7, PAFAH2 FP inh 2.0, GSTO1 inh -10.8 and PAFAH1B3 inh -4.2.
Screening CSc1nc2[nH]ncc2c(=O)[nH]1 returned PAD4 inh 8.6, pPAFAH inh 0.0, LYPLA1 counter -2.7, LYPLA2 inh -2.9, PME-1 primary -3.5, PAFAH1B2 inh 3.2, PAFAH2 FP inh 1.1, GSTO1 inh 10.4 and PAFAH1B3 inh 2.5.
Screening Cc1ccc(-n2c(C)nc3c(cnn3-c3ccc(F)cc3)c2=O)cc1C returned PAD4 inh -3.9, pPAFAH inh -2.0, LYPLA1 counter 1.7, LYPLA2 inh 2.5, PME-1 primary 2.5, PAFAH1B2 inh 2.0, PAFAH2 FP inh 4.2, GSTO1 inh -0.2 and PAFAH1B3 inh -0.7.
Cc1[nH]c2c(C)cccc2c1CCNC(=O)C1CCCCC1C(=O)OCC(F)(F)F (configuration not stated) was read as PAD4 inh -1.1, pPAFAH inh -1.4, LYPLA1 counter -0.8, LYPLA2 inh 3.4, PME-1 primary 2.6, PAFAH1B2 inh 5.3, PAFAH2 FP inh 6.2, GSTO1 inh 0.4 and PAFAH1B3 inh 8.9.

A portion of the library; count on the stated rates, not on these rows.
